Screening results (PubChem BioAssay)
Growth percent in the NCI-60 one-dose screen (48 h, 10 µM unless noted): 100 = growth as untreated, 0 = no growth, -100 = all killed.
HCT-15: HCT-15 colon cancer; hit rate 5.2% among 82,000
NCI-H226: NCI-H226 lung cancer; hit rate 3.5% among 79,000
NCI/ADR-RES: NCI/ADR-RES ovarian cells; hit rate 4.4% among 81,000
NCI-H460: NCI-H460 lung cancer. hit rate 6.8% among 82,000. AID 1794736
HCT-116: HCT-116 colon cancer; hit rate 7.3% among 82,000
HT29: HT29 colon cancer; hit rate 7.4% among 81,000
NCI-H522: NCI-H522 lung cancer. hit rate 8% among 78,000. AID 1794739
NCI-H322M: NCI-H322M lung cancer; hit rate 2.7% among 80,000; AID 1794733
COLO 205: COLO 205 colon cancer; hit rate 7.3% among 79,000; AID 1794742
* hit, by the source's call; . = no result given; & = joins results of further samples; [ ] = another dose, or the depositor's remark. How the source made its calls: active means growth percent below 10; inactive means the rest.

SMILES	HCT-15	NCI-H226	NCI/ADR-RES	NCI-H460	HCT-116	HT29	NCI-H522	NCI-H322M	COLO 205
Cc1nc(N)sc1-c1ccccc1	103	96	106	103	107	117	104	121	118
Cc1c(C(N)=O)sc2c1c(=O)n(Cc1ccccc1)c1nncn21	100	102	107	116	105	107	91	97	101
CC(O)C(=O)N(C)c1ccccc1 (stereo not drawn)	113	115	120	116	120	101	87	140	103
CSc1nc(-c2cccs2)c2c(N)nn(S(=O)(=O)c3ccc(C)cc3)c2n1	106	87	99	107	94	103	80	92	114
COc1cc(-c2cc(-c3cccc(OCC(=O)O)c3)[nH]c(=O)c2C#N)ccc1O	102	94	102	99	100	118	103	101	115
Cc1occc1-c1nc2s/c(=C\c3cn(-c4ccccc4)nc3-c3ccccc3)c(=O)n2n1	99	97	98	103	99	101	92	107	118
COCCCNCCOC(=O)c1ccc(N)cc1	112	97	99	109	86	79	71	87	112
Oc1cc(Nc2ccnc3cc(Cl)ccc23)c2ncccc2c1	82	91	52	75	69	109	77	100	96
CN1CC2(SC(=Nc3ccccc3)N(Nc3ccccc3)C2=O)C2(C1)C(=O)N(C)c1ccccc12 (stereo not drawn)	102	92	102	104	97	110	101	88	111
CCc1c(C)c2cc3[nH]c(N)nc3c(C)c2oc1=O	102	121	103	104	102	96	84	97	116
N#Cc1c(-c2cccs2)cc(-c2cnccn2)nc1SCC(=O)NNC(=S)Nc1ccc(F)cc1	102	117	106	105	102	116	95	97	112
O=C(O)c1ccc(N2C(=O)/C(=C\c3ccc(-c4ccc(F)cc4)o3)SC2=S)cc1	95	.	108	102	105	116	91	103	123
Clc1ccc(Cn2cc(CSc3nc4ccccc4o3)nn2)cc1Cl	100	97	105	108	81	99	82	96	108
O=c1cc(N2CCOCC2)oc2cc(-c3cc4ccccc4o3)ccc12	93	.	90	97	77	78	78	88	104
CCCCNC(=O)c1ccc([N+](=O)[O-])cc1	103	92	104	105	101	100	95	119	100
Cc1ccccc1Nc1nnc(-c2c[nH]c3ccccc23)o1	17	44	-20*	20	19	2.9*	-23*	38	-33*
CCOC(=O)CN1CC(C)(C)N(CC(=O)OCC)CC1(C)C	109	105	109	106	108	97	97	136	116
COc1cc(Cn2cc(C(=O)Nc3cccnc3Nc3ccccc3)nn2)cc(OC)c1OC	99	107	93	110	91	102	87	102	119
CCCCCC(=O)C(C)C1(C(=O)OC)NC(=S)NC(=O)C1C#N (stereo not drawn)	102	103	104	112	100	103	99	103	119
COc1c(N2CC3CCCNC3C2)c(F)cc2c(=O)c(C(=O)Oc3ccc(-c4cssc4=S)cc3)cn(C3CC3)c12 (stereo not drawn)	105	97	105	111	115	113	.	97	114
O=C1Nc2ccc(F)cc2/C1=C\C(=O)c1ccc(NS(=O)(=O)c2ccccc2)cc1	60	96	97	101	57	81	70	94	113
N#CC1(C#N)C(c2cccs2)NC(c2cccs2)C1(C#N)C#N (stereo not drawn)	95	102	98	110	98	103	96	98	106
O=C(Oc1cc(Cl)ccc1Cl)c1ccccc1	96	96	160	105	88	107	87	105	141
CCCc1cc(NC)nc(S(=O)(=O)CC)n1	104	108	104	110	100	107	96	106	120
Cc1ccnc2ccc(O)cc12	111	95	112	106	105	105	108	117	108
COc1ccc(NC(=S)Nc2nc3c(=O)[nH]nc(-c4ccccc4)c3s2)cc1	86	95	94	104	95	71	68	106	118
CCCCCCCCN(CC)CC	111	107	111	109	110	111	116	111	115
COc1cc(C(=O)NNC(=O)c2cc(OC)c(OC)c(OC)c2)ccc1O	89	89	90	64	83	66	67	81	78
O=C(Nc1ccc(-c2nc3ccccc3s2)cc1N1CCOCC1)c1ccccn1	22	44	70	24	25	47	53	86	47
Cc1ccc(N=Nc2c(N)nn3c(-c4ccc(Cl)cc4)c(-c4nc5ccccc5s4)c(N)nc23)cc1	97	94	101	104	107	104	100	106	112

Quoted at random: 7 compounds from above, in no set order.
SMILES	HCT-15	NCI-H226	NCI/ADR-RES	NCI-H460	HCT-116	HT29	NCI-H522	NCI-H322M	COLO 205
COc1cc(C(=O)NNC(=O)c2cc(OC)c(OC)c(OC)c2)ccc1O	89	89	90	64	83	66	67	81	78
CCCc1cc(NC)nc(S(=O)(=O)CC)n1	104	108	104	110	100	107	96	106	120
O=C(Nc1ccc(-c2nc3ccccc3s2)cc1N1CCOCC1)c1ccccn1	22	44	70	24	25	47	53	86	47
N#CC1(C#N)C(c2cccs2)NC(c2cccs2)C1(C#N)C#N (stereo not drawn)	95	102	98	110	98	103	96	98	106
O=C(Oc1cc(Cl)ccc1Cl)c1ccccc1	96	96	160	105	88	107	87	105	141
CCCCCCCCN(CC)CC	111	107	111	109	110	111	116	111	115
Cc1ccnc2ccc(O)cc12	111	95	112	106	105	105	108	117	108

New compounds follow
SMILES	HCT-15	NCI-H226	NCI/ADR-RES	NCI-H460	HCT-116	HT29	NCI-H522	NCI-H322M	COLO 205
C/C1=C\CCC2(C)OC2CC2CCC(C)(O)C(CC1)C2(C)C (stereo not drawn)	89	107	104	106	99	107	88	97	109
Nc1cc2[nH]c(=O)c3ccccc3c2cc1[N+](=O)[O-]	67	74	71	73	70	80	76	.	73
C=CCOc1c(Cl)cccc1Cl	107	100	102	111	117	102	102	101	112
Nc1nc2c(s1)Nc1cc(Cl)c(Cl)cc1NC2=O	95	97	107	102	92	104	92	107	99
CSc1ccc(OC(C)=O)cc1C	95	98	103	104	101	104	105	.	104
CC(=O)c1c(-c2ccc(OC(F)(F)F)cc2)nc2ccccn12	95	91	96	103	81	74	52	90	96
O=C(CCC(=O)c1nc2ncccc2[nH]1)NN1C(=O)CSC1c1ccccc1Cl (stereo not drawn)	102	96	100	104	108	115	98	106	122
COC(=O)C1CCC(NNC(=O)c2ccncc2)=N1 (stereo not drawn)	107	106	102	116	109	103	92	99	106
CC(/C=C/c1ccc(Br)cc1)=N\OCC(N)=O	99	92	101	101	94	95	93	78	98
Cc1nn(-c2ccc([N+](=O)[O-])cc2)c2ncnc(N/N=C/c3cccc([N+](=O)[O-])c3)c12	81	28	82	84	64	73	77	75	81
COc1cccc(-c2nn(-c3ccccc3)cc2-c2ccnc(N3CCN(C(=O)Nc4ccc(Cl)c(C(F)(F)F)c4)CC3)c2)c1	58	70	58	61	63	71	56	83	85
CC(C)C1=CC2=C(C=O)C[C@@H]3[C@](C)(CCC[C@@]3(C)C(=O)OCC#CCN3CCCC3)[C@H]2CC1	61	76	82	77	50	19	60	96	87
O=NN(C(=O)Nc1ccccc1)c1ccccc1	105	87	100	93	101	66	64	81	106
C=CC(=O)Nc1cccc(-c2nc(SC)nc(NCc3ccccc3)c2C#N)c1	58	47	48	84	55	62	31	74	98
CC(=O)n1cc(-c2cc3cnc4ccccc4c3oc2=O)c2ccccc21	103	89	102	101	94	106	96	97	97
CCCCCCN(CCCCCC)c1ccc(/C=C2/SC(=O)N(c3nc(N4CCCC4)nc(N4CCCC4)n3)C2=O)c(C)c1	58	92	71	58	46	52	53	99	82
COc1ccc(C(=O)CSc2nc(-c3cccc([N+](=O)[O-])c3)c(C#N)c(=O)[nH]2)cc1	106	94	102	105	98	104	92	102	102
COc1cc(-c2nc(/C=C3/C(=O)Nc4ccccc43)c3ccccn23)cc(OC)c1OC	74	82	47	66	67	63	.	113	75
Cc1nc(C)c(C(N)=O)s1	99	101	99	104	84	107	94	.	112
Fc1c[c-]c(-c2ccccn2)c(F)c1.[CH3-].[Pt+2].c1ccc(P(C[PH+](c2ccccc2)c2ccccc2)c2ccccc2)cc1	-51*	3.6*	50	-69*	-66*	1.2*	-24*	2.5*	-30*
COc1ccc(SSc2ccc(OC)cc2)cc1	94	93	98	100	100	104	96	94	94
N#CCSc1nc2ccccc2c(=O)n1CCc1ccc(S(N)(=O)=O)cc1	98	103	98	112	95	94	84	92	119
O=C(CCCCCCCCC(=O)OCCOc1ccccc1)OCCOc1ccccc1	97	93	101	104	93	102	92	104	110
CCOC(=O)c1cc(OC(C)=O)c2ccc(OC)c(OC)c2c1	92	88	.	102	87	103	91	101	97
O=C(O)c1cccc(O)c1C(=O)O	97	98	101	103	101	91	92	111	107
C#CCOC(=O)c1c(Cl)c(Cl)c(C(=O)OCC#C)c(Cl)c1Cl	95	84	96	94	86	106	73	88	107
CNC(=O)c1c(C)oc2cc(Oc3ncnc4cc(OC)c(OC)cc34)ccc12	109	59	95	106	94	98	89	94	108
Cc1ccc(C(F)(F)F)cc1N1CCN(C(=O)[C@H]2C[C@H]2c2cccc(S(F)(F)(F)(F)F)c2)CC1	65	81	76	84	61	52	59	95	76
C/C(=N\Nc1ncc(-c2ccc3occc3c2)s1)c1nnn(-c2ccc([N+](=O)[O-])cc2)c1C	102	104	108	110	109	100	97	107	115
O=C1N(Cc2cccc3ccccc23)c2ccccc2C12NN=C(c1ccccc1)S2 (stereo not drawn)	56	59	54	18	47	112	88	63	105
CCOC(=O)n1ncc2c(Nc3ccc(NC(C)=O)cc3)ncnc21	102	90	100	98	98	105	101	92	106
O=C1NC(=S)S/C1=C\c1cn(-c2ccccc2)nc1-c1ccccc1	105&33	100&59	103&44	107&29	109&30	114&64	102	107&83	125&102
CCOC(=O)Nc1ccc2c(=O)n(-c3ccccc3C)c(C)nc2c1	94	103	105	104	101	92	103	99	103
COc1ccc(-n2nnc3c(sc4ncc(Cl)cc43)c2=O)cc1	94	103	.	83	92	102	114	96	113
CC1(C)S[C@@H]2[C@H](NC(=O)[C@H](C(=O)O)c3cccs3)C(=O)N2[C@H]1C(=O)O	99	105	102	113	108	102	76	108	111
Cc1ccc(C(F)(F)F)cc1N1CCN(C(=O)[C@@H]2C[C@@H]2c2ccc(S(F)(F)(F)(F)F)cc2)CC1	85	85	89	95	76	73	77	100	98
CCOC(=O)c1c(NC(=O)CSc2n[nH]c3nc4ccccc4n23)sc(CC)c1C	98	87	95	106	94	109	87	107	114
COc1ccc(-c2nc(SCc3nc4ccccc4[nH]3)nc(N3CCOCC3)c2C#N)cc1	74	76	79	69	81	64	45	81	69
COc1ccc(Nn2c(SCC(=O)Nc3nc(-c4ccc(Cl)cc4)cs3)nc(C)c2C)cc1	60	60	23	39	28	30	66	112	77
COc1ccc([C@H]2c3[nH]c4ccccc4c3CC3C(=O)N(C4CCN(Cc5c(Cl)cccc5Cl)CC4)CC(=O)N32)c(OC)c1 (stereo partly drawn)	88[8.33 µM]	86[8.33 µM]	.	97[8.33 µM]	84[8.33 µM]	89[8.33 µM]	79[8.33 µM]	91[8.33 µM]	96[8.33 µM]

Single records, as listed above. Values in the order: HCT-15 | NCI-H226 | NCI/ADR-RES | NCI-H460 | HCT-116 | HT29 | NCI-H522 | NCI-H322M | COLO 205
COc1ccc([C@H]2c3[nH]c4ccccc4c3CC3C(=O)N(C4CCN(Cc5c(Cl)cccc5Cl)CC4)CC(=O)N32)c(OC)c1 (stereo partly drawn) as listed: 88[8.33 µM] | 86[8.33 µM] | . | 97[8.33 µM] | 84[8.33 µM] | 89[8.33 µM] | 79[8.33 µM] | 91[8.33 µM] | 96[8.33 µM]
CCOC(=O)Nc1ccc2c(=O)n(-c3ccccc3C)c(C)nc2c1 as listed: 94 | 103 | 105 | 104 | 101 | 92 | 103 | 99 | 103
CCOC(=O)c1c(NC(=O)CSc2n[nH]c3nc4ccccc4n23)sc(CC)c1C as listed: 98 | 87 | 95 | 106 | 94 | 109 | 87 | 107 | 114
Cc1ccc(C(F)(F)F)cc1N1CCN(C(=O)[C@@H]2C[C@@H]2c2ccc(S(F)(F)(F)(F)F)cc2)CC1 as listed: 85 | 85 | 89 | 95 | 76 | 73 | 77 | 100 | 98
CCOC(=O)n1ncc2c(Nc3ccc(NC(C)=O)cc3)ncnc21 as listed: 102 | 90 | 100 | 98 | 98 | 105 | 101 | 92 | 106

(continued)
SMILES	HCT-15	NCI-H226	NCI/ADR-RES	NCI-H460	HCT-116	HT29	NCI-H522	NCI-H322M	COLO 205
COc1c(C)cc([N+](=O)[O-])c(C(C)(C)C)c1[N+](=O)[O-]	105	103	99	106	79	98	89	108	118
c1ccc2c(-c3c[nH]c4ccccc34)c3c(cc2c1)[nH]c1ccccc13	47	86	57	69	47	73	52	84	83
Nc1ccc(-c2ccc(N)cc2S(=O)(=O)O)c(S(=O)(=O)O)c1	109	100	110	111	104	101	100	129	110
O=C(O)c1ccc(N=C2c3ccccc3-c3ccccc32)cc1	95	97	98	110	.	115	.	.	102
c1cnc2cc3sc4ncccc4c3nc2c1	104	97	114	103	105	111	98	104	122
CSc1nc(N)n(/N=C(\C)c2cccc(N)c2)c(=O)c1C#N	106	100	105	107	107	107	104	97	115
COc1ccc2c(c1)OC(O)(C(F)(F)C(F)(F)F)CC2=O (stereo not drawn)	93	101	.	97	105	96	100	95	103
COc1ccc(NC(=O)C2=C(C)Nc3ncnn3C2c2ccc(F)cc2)cc1 (stereo not drawn)	98	111	103	117	103	108	87	101	117
CCOC(=O)C(C#N)c1nc(SCC(=O)Nc2nc3ccc(C)cc3s2)nc(-c2ccccc2)c1C#N (stereo not drawn)	99	89	95	101	87	105	90	102	115
F[C@H]1CCO[C@H](c2ccc3ccccc3c2)C1	103	99	104	108	66	107	95	109	118
CC(=O)c1cc(C)c(OC(=O)c2ccccc2)c(C)c1	92	.	98	106	94	.	.	119	94
N#CC12C(=O)NC(=O)C1(C#N)C21CCCC1 (stereo not drawn)	105	101	97	114	108	94	93	108	101
NS(=O)(=O)c1ccc(NC(=O)CSc2nc3ccccc3c(=O)n2-c2ccccc2)cc1	94	.	102	105	96	100	87	98	106
NNC(=O)c1ccccc1Cl	109	97	104	106	101	97	85	95	111
CCOC(=O)c1[nH]c2ccccc2c1Cl	87	84	100	111	97	92	91	99	116
CC(C)(CCl)c1ccccc1	97	91	106	102	117	97	86	109	109
O=C(Nc1ccc(Nc2ccncc2)cc1)c1ccc(Nc2ccnc3ccc([N+](=O)[O-])cc23)cc1	99	90	106	68	97	102	102	116	131
CCOC(=O)c1csc(N)n1	100&101	105&102	104&111	105	99&107	97&103	89	101&87	108&129
N#C/C(=C\c1ccc(-c2ccc(Cl)c(Cl)c2)o1)c1nc(-c2ccco2)cs1	35	82	101	88	98	88	89	80	106
